# p97 inhibitor = inhibitors of human p97 ATPase, primary screen, biochemical | Transitional endoplasmic reticulum ATPase (Homo sapiens), P55072 | recombinant p97 ATPase, Kinase-Glo ATP luminescence, 3 h | inhibition, % at 8 µM | 220,000 compounds, 0.42% hits; in the data active = inhibition above about 15%;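 also: 0% = DMSO vehicle and 100% = wells lacking enzyme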
# NPY-Y2 PAM-ag = NPY-Y2 potentiators or agonists, primary screen, cell-based. cells expressing NPY-Y2, potentiator/agonist read-out. activation, % at 3.6 µM. 220,000 compounds, 0.45% hits; in the data active = activation above about 27%;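 also: cells stimulated with NPY near EC25 plus isoproterenol at EC100; 0% = vehicle plus submaximal agonist and 100% = vehicle plus saturating agonist; some results beyond the cut were filed as inactive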
# S1P4 agonist = S1P4 receptor agonists, primary screen, cell-based | S1P4-expressing cell line, agonist reporter assay | activation, % at 4.98 µM | 220,000 compounds, 0.35% hits; in the data active = activation above about 11%;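 also: 0% = DMSO vehicle and 100% = reference agonist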
# Target sequence (O95977 whole entry, looked up): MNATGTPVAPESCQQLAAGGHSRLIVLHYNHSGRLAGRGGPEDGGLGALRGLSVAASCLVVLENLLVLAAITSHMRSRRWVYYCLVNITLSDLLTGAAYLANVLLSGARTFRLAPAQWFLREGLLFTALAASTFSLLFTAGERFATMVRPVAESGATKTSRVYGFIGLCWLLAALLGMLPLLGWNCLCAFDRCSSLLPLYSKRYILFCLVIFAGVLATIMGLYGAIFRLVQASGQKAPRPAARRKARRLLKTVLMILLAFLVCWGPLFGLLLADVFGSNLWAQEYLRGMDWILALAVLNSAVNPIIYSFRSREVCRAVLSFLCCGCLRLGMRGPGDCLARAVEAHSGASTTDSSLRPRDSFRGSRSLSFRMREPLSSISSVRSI
# eIF4E-4G inh = eIF4E–eIF4G protein interaction inhibitors, primary screen, biochemical, uHTS, TR-FRET, eIF4GI fragment; inhibition, % at 21.7 µM; TR-FRET eIF4E-eIF4GI(517-606) binding, 2 h; 220,000 compounds, 0.37% hits;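 active = inhibition above about 30%, limit read from the data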;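 also: 0% = full FRET control wells and 100% = background wells lacking eIF4GI fragment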
# EP2 antag = human EP2 receptor antagonists, primary screen, TR-FRET cAMP, C6 glioma cells. Prostaglandin E2 receptor EP2 subtype (Homo sapiens), P43116. C6 glioma cells expressing human EP2; cells stimulated with saturating PGE2. inhibition, % at 25 µM. 260,000 compounds, 0.52% hits. AID 1422, 2008;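 active = percent inhibition above 40 after rounding to a whole number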;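 also: rat C6 glioma host cells with rolipram phosphodiesterase inhibitor present; the protocol text gives 20 µM as final concentration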
# Target sequence (P43116 whole entry, looked up): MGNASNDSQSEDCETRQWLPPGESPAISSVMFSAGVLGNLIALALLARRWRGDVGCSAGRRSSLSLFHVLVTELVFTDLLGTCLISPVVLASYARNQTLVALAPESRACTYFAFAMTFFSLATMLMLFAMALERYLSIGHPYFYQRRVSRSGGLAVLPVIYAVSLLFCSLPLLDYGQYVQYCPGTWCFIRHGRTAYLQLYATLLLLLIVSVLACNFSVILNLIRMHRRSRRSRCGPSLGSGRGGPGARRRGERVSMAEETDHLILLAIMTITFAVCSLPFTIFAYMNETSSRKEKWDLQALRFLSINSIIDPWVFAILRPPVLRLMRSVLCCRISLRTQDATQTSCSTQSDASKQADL
# S1P4 antagonist = S1P4 receptor antagonists, primary screen, cell-based; S1P4-expressing cells, antagonist mode, reporter read-out; inhibition, % at 4.98 µM; 220,000 compounds, 0.26% hits; in the data active = inhibition above about 29%;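 also: 0% = wells stimulated with agonist and 100% = vehicle wells without agonist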
# NPY Y1 blocker = NPY-Y1 receptor antagonists, primary screen, cell-based. Neuropeptide Y receptor type 1 (Homo sapiens), P25929. HEK293-CNG Y1 cells, membrane potential fluorescence; NPY at EC95, then isoproterenol. inhibition, % at 3.6 µM. 200,000 compounds, 1% hits. AID 1040, 2008;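 active = inhibition above the campaign mean inhibition of all tested compounds plus 3 SD, cut at about 20% in these data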;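 also: 0% = DMSO wells given NPY plus isoproterenol and 100% = isoproterenol alone without NPY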
#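 Material: HEK293 cells co-expressing NPY Y1 receptor and cyclic-nucleotide gated channel. Timing: compound incubation 1 h at room temperature, readout 45 min post-stimulation. Signal: fluorescence, membrane potential probe.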
# NPY1 pot ag = NPY-Y1 receptor potentiators or agonists, primary screen, cell-based | activation, % at 3.6 µM | AID 1304, 2008 | NPY-Y1 expressing cells, potentiator/agonist activation | 220,000 compounds, 0.37% hits | Neuropeptide Y receptor type 1 (Homo sapiens), P25929; in the data active = activation above about 33%, passing the limit was not always enough;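 also: cells stimulated with NPY at EC10 then isoproterenol at EC100; 0% = low agonist plus stimulus and 100% = saturating agonist plus stimulus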
# EP2 mod = EP2 receptor modulators, cAMP readout, primary screen, cell-based, HTRF cAMP, PGE2 stimulation. Prostaglandin E2 receptor EP2 subtype (Homo sapiens), P43116. EP2-expressing cells, cAMP HTRF FRET, PGE2 co-stimulation. induction, % at 25 µM. 260,000 compounds, 0.83% hits. AID 940, 2007;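 active = compounds whose cAMP rise, as percent of the full-agonist control response, exceeds 60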;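 also: rat C6 glioma line stably carrying human EP2 under a CMV promoter; the protocol text gives 20 µM as final concentration; 100% = response of wells given 1 µM PGE2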
# * hit, by the source's call; / = no result given; & = joins results of further samples; [ ] = another dose, or the depositor's remark.
# Order of results – NPY-Y2 PAM-ag	NPY Y1 blocker	p97 inhibitor	S1P4 antagonist	NPY1 pot ag	S1P4 agonist	eIF4E-4G inh	EP2 mod	EP2 antag
- Cc1ccc(C(=O)CC2(O)C(=O)N(Cc3ccccc3Cl)c3ccccc32)o1 (stereo not given)
    9	-3	-3	-2	25	0.5	1[fluorescence artefact?]	19	7
- CC(=O)Nc1ccc(NC(=O)CSc2ccc(-c3ccc4c(c3)OCO4)nn2)cc1
    9	-5	-1	-15	3	-0.2	-4[fluorescence artefact?]	-6	6
- Cc1ccc(C(=O)NCC(=O)NCC(=O)OCC(=O)c2ccc(F)cc2)cc1
    3	4	-5	-11	-4	0.5	-4	-8	9
- Cc1cc(S(=O)(=O)Nc2ccc(F)cc2)c(C)s1
    9	-3	-1	8	13	2.0	4	13	2
- COC(=O)c1[nH]c2ccc(C)cc2c1NC(=O)CN1CCc2cc(OC)c(OC)cc2C1
    -11	0	-1	-10	-29	-0.3	0	-53	13
- Cn1c(CNC(=O)c2ccco2)nnc1SCC(=O)Nc1c(F)cc(F)cc1Br
    6	8	3	-1	4	0.4	1	8	5
- O=C(NC1CC1)C1C2C3C4CC5C3C5C4C12 (stereo not given)
    -1	-7	-3	-3	-12	0.4	-9[fluorescence artefact?]	-1	3
- O=c1cc[nH]c2cc(Cl)ccc12
    7	-3	4	14	-6	1.2	0	10	24
- O=C(c1cc(-c2ccc(Cl)cc2Cl)on1)N1CCOCC1
    -19	2	-1	-4	-22	-2.8	-9	-24&-67	8&15
- COc1ccccc1/C=N/Nc1nncc2ccccc12
    12	2	2	4	4	1.2	-4	4	8
- COc1ccc(-c2ccnc(SCC(=O)c3ccc(Cl)cc3)n2)cc1
    1	4	-2	-28	-4	1.1	0[fluorescence artefact?]	16	2
- O=c1[nH]c2cc3c(cc2cc1CN(Cc1cccnc1)C(=S)NCc1ccco1)OCCO3
    -1	-12	6	0	11	3.7	4	-51	13
- CCOC(=O)CNC1CC(=O)N(c2cccc(Cl)c2)C1=O (stereo not given)
    -9	2	-4	-2	-17	1.7	-3[fluorescence artefact?]	2	8
- Cc1cccc(C)c1NC1=NCCCCC1
    -9	-2	2	-7	-11	-2.0	-1	16	6
- CN1CCN(Cc2nc3ccccc3c(=O)n2Cc2nc(-c3cccc([N+](=O)[O-])c3)cs2)CC1
    15	-4	3	-6	24	0.6	-2	-10	11
- COc1cccc(OCC(=O)NNC(=S)Nc2ccc(Cl)cc2Cl)c1
    -8	4	-1	-9	-15	0.6	-1	-37	14
- CC1(C)N([O-])C2=C(CCCC2)[N+]1=O
    5	2	0	-10	4	0.3	5	-40&4	13&7
- CC(=O)Nc1ccc(NC(=O)Cc2sc(C)nc2-c2ccc(C)cc2)cc1
    7	-2	4	-10	5	1.7	2	-6	6
- COc1ccc(/C=N/Nc2nc(N3CCCC3)nc(N3CCCC3)n2)c(OC)c1OC
    2	6	3	-24	-22	2.1	1	-19	9
- CCOc1ccc(CN2CCN(Cc3cnc(-c4ccccc4)s3)CC2CCO)cc1 (stereo not given)
    -18	7	-2	-17	-23	3.9	1	-8	6

# Rewritten in CSV form: entries from further up
SMILES,NPY-Y2 PAM-ag,NPY Y1 blocker,p97 inhibitor,S1P4 antagonist,NPY1 pot ag,S1P4 agonist,eIF4E-4G inh,EP2 mod,EP2 antag
O=c1cc[nH]c2cc(Cl)ccc12,7,-3,4,14,-6,1.2,0,10,24
O=C(c1cc(-c2ccc(Cl)cc2Cl)on1)N1CCOCC1,-19,2,-1,-4,-22,-2.8,-9,-24&-67,8&15

# Following part.
# Order of results – NPY-Y2 PAM-ag	NPY Y1 blocker	p97 inhibitor	S1P4 antagonist	NPY1 pot ag	S1P4 agonist	eIF4E-4G inh	EP2 mod	EP2 antag
- CCOC(=O)/C=C1\SCC(=O)N1CC(=O)NCCOC
    1	-1	8	-5	-1	1.1	1	24	4
- Cc1ccc(CNC(=O)c2ccc3c(=O)n(CCCN4CCCC4=O)c(=S)[nH]c3c2)cc1
    -3	-5	-3	3	0	1.8	-1	22	7
- COC(=O)c1ccc(Cl)c(S(=O)(=O)N2CCCC2)c1
    13	8	1	-4	4	1.3	2	-24	7
- Cc1ccc(C)c(NC(=S)NC23CN4CN(CN(C4)C2)C3)c1
    9	5	6	-10	11	1.6	0	25	12
- COC(=O)C1=C(NC(=O)c2cccc(OC)c2)CCS1
    -24	4	1	-10	-18	3.0	0	45	7
- Cc1nnc(SCC(=O)NC(=O)NC2CCCC2)n1N
    6	7	2	-9	-9	0.8	3	32	-2
- COc1ccc(OCc2cccc(C(=O)N3CCCC3)c2)cc1
    -3	0	-1	-27	-5	0.3	1	22	8
- O=[N+]([O-])c1cccc(/C=N/N2CCN(c3ccccn3)CC2)c1
    13	2	4	-6	7	0.2	6	4	12
- CCn1c(CCNC(=O)c2cccs2)nnc1SCC(=O)NC1CCCCC1
    4	-4	-7	-5	-5	-0.5	-2[fluorescence artefact?]	15	9
- Clc1nc(Cl)nc(N(c2ccccc2)c2ccccc2)n1
    9	-2	2	4	-2	0.1	19[fluorescence artefact?]	11	4
- Nc1ccccc1Sc1ccc(C(=O)c2ccccc2C(=O)O)cc1[N+](=O)[O-]
    11	/	1	-18	6	1.2	6	-6	5
- c1ccc(CN2CCN(c3nc(-c4ccccc4)nc(-n4ccnc4)n3)CC2)cc1
    -31	40*	-7	7	-116	1.3	8	-27	5
- CCOC(=O)c1cnc2c(C(=O)OCC)cnn2c1N
    5	/	5	-4	10	1.4	4	-6	2
- Cc1cc(C)c(NC(=O)CCCN2CCN(C)CC2)c(C)c1
    -6	-5	0	-4	-12	2.8	-13	18	8
- COc1ccc(/C=C/C(=O)NCCNC(=O)c2ccccc2)cc1OC
    -15	-1	3	-8	3	-2.1	-1	-24	12
- CCCNC1=C(C)C(=O)CC1
    -7	-5	-6	6	3	0.7	-11	14	10
- COc1ccc(-c2cc(-c3ccc(N)cc3)nc(N)c2C#N)cc1OC
    -6	7	19*	-11	-7	2.6	3	-60	35
- O=C(NCc1nnc(SCC(=O)N2CCCCCC2)o1)c1ccco1
    7	4	5	4	-15	-1.3	-6[fluorescence artefact?]	9	15
- Cc1ccccc1Nc1nc(N)nc(CSc2nnnn2C)n1
    1	0	2	2	9	2.2	-3	12	14
- CCCSc1nc(-c2ccccc2)cc(C(F)(F)F)c1C#N
    3	6	-2	-4	-2	-2.3	-5[fluorescence artefact?]	41	4
- O=C(O)c1cn(Cc2ccccc2)c2ccccc2c1=O
    2	4	-2	15	-14	-0.3	-6	37	13
- CCOC(=O)Cn1nc(-c2ccc(C)cc2)ccc1=O
    8	5	-1	-11	21	-0.7	-1	9	9
- CCOc1ccc2oc(C(=O)OCC(=O)NC(=O)NC3CCCC3)c(C)c2c1
    2	-4	-3	4	3	1.9	3	-19	6
- NC(=S)N/N=C\c1ccccc1OCc1ccccc1
    2	1	2	-3	3	0.1	22	47	9
- COc1cc(OC)cc(C(=O)N[C@H](C(=O)Nc2nc(-c3cc(OC)ccc3OC)cs2)C(C)C)c1
    -8	3	-8	-18	-24	1.0	1	-22	12
- Cc1sc2ncnc(NC(C)C(=O)O)c2c1C (stereo not given)
    -10	1	6	6	3	0.6	-1	10	5
- CC(=O)SCCC(=O)Nc1ccccc1
    44*	-16	2	-7	26	0.9	0	-8	9
- O=C(CN1C(=O)c2ccccc2C1=O)N1CCN(c2ccccn2)CC1
    8	4	4	-14	-2	1.3	-5	-9	5
- Cc1ccc(NC(=O)CCNS(=O)(=O)c2ccc3c(c2)oc(=O)n3C)cc1C
    11	-1	4	-4	2	-0.3	5	11	7
- Cc1ccc(NC(=O)COC(=O)CC2CCCC2)cc1Cl
    -7	-3	1	-9	15	1.7	-3	-25	8
- Cc1ccc(-n2[nH]c(C)c(/C=N/NC(=O)c3ccc([N+](=O)[O-])cc3)c2=O)c(C)c1
    7	2	5	-6	26	1.0	2	-1	9
- O=C(NCC1CCCO1)c1csc2c1CCCCC2 (stereo not given)
    -9	-6	3	-6	14	-2.3	-6[fluorescence artefact?]	-2	16
- COc1cc(/C=c2\sc3nc(=O)c(-c4ccccc4)nn3c2=O)ccc1OCCC(C)C
    2	-7	-7	-18	-15	0.8	-2	19	12
- O=C(CN1CCOCC1)Nc1ccccc1Sc1ccc(Cl)cc1
    4	-1	-4	-15	4	-0.5	8[fluorescence artefact?]	42	1
- Cc1ccc2c(SCC(=O)NCc3ccco3)nc(-c3ccc(F)cc3)nc2c1
    6	3	1	12	-2	-0.5	0	18	5
- COc1ccc(S(=O)(=O)NCC2CCC(C(=O)N3CCC4(CC3)OCCO4)CC2)cc1 (stereo not given)
    4	-5	-2	-2	-11	0.9	3	16	17
- Cc1ccc(C)c(N2CCN(C(=O)c3ccc(CSc4nc5ccncc5[nH]4)cc3)CC2)c1
    7	-2	3	4	29	1.2	3[fluorescence artefact?]	25	9
- Nc1nc2n(n1)C(c1cccc(Cl)c1)CC(c1ccc(F)cc1)N2 (stereo not given)
    3	-2	-4	1	-5	-0.9	0	-12	4
- Cc1ccc(-n2c(CSc3nc(C)cc(C)n3)n[nH]c2=S)cc1
    -7	2	-3	-18	-23	-1.6	0	34	-1
- O=C(Nc1ccc2c(c1)OCO2)N1CCN(c2ncccn2)CC1
    -3	-1	-4	4	-6	0.2	-8	16	3
- CC1(C)CCC(=O)N(c2ccccc2)C1=O
    6	-2	-3	-27	6	0.5	6[fluorescence artefact?]	-2	12
- Cc1cccc(NC(=O)Cn2nc(C(F)(F)F)cc2C2CC2)c1
    12	-9	2	-7	23	0.1	0	22	6
- COC(=O)COc1ccc(C(=O)OC)cc1
    -5	5	4	-12	5	-1.8	3	-12	8
- COc1ccccc1C1CCN(c2ccc([N+](=O)[O-])c(OC)c2)CC1
    -7	/	7	-2	3	-1.4	-1	11	15
- Cc1cc(NC(=O)CCC(=O)N(CC2CCCO2)C(C(=O)NC2CCCC2)c2ccccc2C)no1 (stereo not given)
    -5	-1	-1	-14	-16	0.2	/	/	15
- COc1ccccc1-c1nc(-c2ccccc2)nc(N2CCN(C)CC2)c1C#N
    -25	8	0	-15	-31	0.3	-3	32	6
- COc1ccc(NC(=O)c2ccccc2NC(=O)COc2ccccc2)cc1
    14	1	5	-3	15	-0.7	-32	-2	7
- C=CCSc1nc2ccccc2n1C(=O)/C=C/c1ccc(OC)c(OC)c1
    0	-3	6	-8	0	0.1	1	17	2
- COc1ccc(OC)c(N2C(=O)CC(Cc3ccc(Cl)cc3)C2=O)c1 (stereo not given)
    2	5	-7	-2	-8	0.1	2	-2	16
- CCOc1ccc(NC(c2ccccn2)c2oc(CO)cc(=O)c2O)cc1 (stereo not given)
    9	-1	1	-10	6	0.0	3	-7	14
- CN(C)CCNC(=O)/C(=N\O)c1ccccn1
    5	1	4	2	2	-0.2	1	10	0
- CC1(C)Cc2ccccc2-c2nnc(-c3cccc(O)c3)n21
    -1	-3	2	-2	-1	-3.6	4	39	12
- Cc1occc1-c1nnc(SCC(N)=O)n1Cc1ccccc1
    10	-2	3	4	3	-1.1	-1	13	8

# Screens from PubChem.

# This is a subset (hit frequency here may not be typical).
